OX1R antag-1: antagonists of human orexin 1 receptor; inhibition, % at 5 µM; CHO/OX1R cells, Fluo-8 calcium fluorescence, orexin A; AID 434989; O43613; actives 0.43% (n = 330,000);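 active = inhibition above its plate's threshold, mean inhibition of all tested compounds on the plate plus 3 SD, cut at about 37% in these data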;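 note: 0% = orexin A challenge wells and 100% = SB-334867-A antagonist wells; not every result past the cut was called active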
Target sequence (O43613 whole entry, looked up): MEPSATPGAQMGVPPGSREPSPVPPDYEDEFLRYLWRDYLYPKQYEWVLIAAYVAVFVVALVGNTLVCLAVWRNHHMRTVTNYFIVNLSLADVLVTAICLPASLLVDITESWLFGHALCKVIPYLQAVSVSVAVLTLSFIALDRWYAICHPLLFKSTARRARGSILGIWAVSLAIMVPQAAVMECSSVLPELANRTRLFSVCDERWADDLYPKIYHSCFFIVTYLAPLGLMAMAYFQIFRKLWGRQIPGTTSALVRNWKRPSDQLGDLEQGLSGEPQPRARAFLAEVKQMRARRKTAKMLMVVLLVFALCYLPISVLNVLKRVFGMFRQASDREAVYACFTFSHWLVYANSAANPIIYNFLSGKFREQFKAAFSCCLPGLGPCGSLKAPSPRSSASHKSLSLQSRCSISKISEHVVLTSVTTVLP
OX1R antag-2: antagonists of human orexin 1 receptor (OX1R); O43613; OX1R-expressing cells, FRET antagonist read-out; actives 1.8% (n = 330,000); AID 485270; inhibition, % at 6.6 µM; in the data active = inhibition mostly above about 38%, no sharp cut-off; inactive = mostly below about 40%;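 note: 0% = agonist challenge alone and 100% = reference antagonist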
Active calls of the source: *.

What do the screens show for `NC(=O)c1ccsc1NC(=O)CSc1nnc(Nc2ccccc2)s1`?
OX1R antag-1: 14; OX1R antag-2: 53

How did Oc1c(C=Nc2ccccc2)sc(=S)n1Cc1ccccc1 do in these assays?
OX1R antag-1: -15; OX1R antag-2: 40

What do the screens show for `N#Cc1c(-c2cccnc2)cc(-c2ccccc2)nc1N`?
OX1R antag-1: -13; OX1R antag-2: 5

What do the screens show for `CCOC(=O)c1c(NC(=O)COC(=O)c2cccnc2OCC)sc(C(=O)N(CC)CC)c1C`?
OX1R antag-1: -1; OX1R antag-2: 19

What do the screens show for `O=C(OCCCN1CCOCC1)c1ccc(O)c(O)c1`?
OX1R antag-1: -3; OX1R antag-2: 5

What do the screens show for `COc1ccc(OC)c(S(=O)(=O)NCCO)c1`?
OX1R antag-1: -7; OX1R antag-2: 19

How did Fc1ccccc1C1c2cccn2CCN1C(=S)Nc1ccc(Br)cc1 (configuration not stated) do in these assays?
OX1R antag-1: -18; OX1R antag-2: 27

Results for O=C(NNC(=O)c1cccs1)c1cccc(F)c1 ?
OX1R antag-1: -12; OX1R antag-2: 13

What do the screens show for `O=S(=O)(NCC1CCCO1)c1cc(Br)c(Br)s1` (configuration not stated)?
OX1R antag-1: -11; OX1R antag-2: 7

How did Cc1ccc(CNC(=O)c2cc3c(=O)n(C)c4ccccc4c3n2C)cc1 do in these assays?
OX1R antag-1: -24; OX1R antag-2: 7

Results for CC1CCCC(C)N1CCNC(=O)Nc1ccc(Cl)cc1 (configuration not stated) ?
OX1R antag-1: -32; OX1R antag-2: 0

What do the screens show for `CC(C)(C)c1ccc(C(=O)NCC(=O)N/N=C/c2ccccc2OCC(=O)O)cc1`?
OX1R antag-1: -14; OX1R antag-2: 11

How did C/C(CC(=O)Nc1ccc2c(c1)OCCO2)=N\NC(=O)c1ccccc1F do in these assays?
OX1R antag-1: -15; OX1R antag-2: 20

How did O=C(COC(=O)C1CCN(S(=O)(=O)c2cccs2)CC1)c1ccccc1 do in these assays?
OX1R antag-1: -1; OX1R antag-2: 26

How did CN(Cc1ccccc1)C(=O)COC(=O)COc1ccc(C#N)cc1 do in these assays?
OX1R antag-1: -1; OX1R antag-2: 9

How did CC(=O)N(Cc1ccccc1)c1ccccc1C(=O)O do in these assays?
OX1R antag-1: -11; OX1R antag-2: 15

Results for COc1ccc(N2CCN(C(=O)c3cccc(Br)c3)CC2)c([N+](=O)[O-])c1 ?
OX1R antag-1: -22; OX1R antag-2: 13

How did O=c1cc(O)n(-c2ccccc2)c(=S)[nH]1 do in these assays?
OX1R antag-1: 18; OX1R antag-2: 2

How did O=C(Nc1cccc(Br)c1)c1cc(S(=O)(=O)N2CCOCC2)cs1 do in these assays?
OX1R antag-1: -11; OX1R antag-2: 36

Results for O=C(Nc1ccc(Br)cc1)c1ccc(-n2cnnn2)cc1 ?
OX1R antag-1: -26; OX1R antag-2: 23

Results for CCOc1ccc(OCCOCCN2CCCC2)cc1 ?
OX1R antag-1: -12; OX1R antag-2: 5

What do the screens show for `Cc1nnc(SC/C=C/c2ccccc2)n(N)c1=O`?
OX1R antag-1: -7; OX1R antag-2: 5

Results for N#CC1=C(S)N(c2ccccc2)C(c2cccs2)NC1=O (configuration not stated) ?
OX1R antag-1: 4; OX1R antag-2: 9

What do the screens show for `CC(=O)c1ccc(OCc2cc(C(=O)N(C)CCOc3ccc(C)cc3)no2)cc1`?
OX1R antag-1: 27; OX1R antag-2: 11

Results for COc1cc(/C=N/n2cnnc2)ccc1Oc1nc(Cl)ncc1F ?
OX1R antag-1: 10; OX1R antag-2: 8

What do the screens show for `O=C(NCC(c1ccco1)N1CCc2ccccc2C1)C(=O)Nc1ccccc1` (configuration not stated)?
OX1R antag-1: -5; OX1R antag-2: 15

How did O=C(Nc1ccc2c(c1)OCCO2)C1CCCN1C(=O)Nc1ccc(F)cc1 (configuration not stated) do in these assays?
OX1R antag-1: -9; OX1R antag-2: 27

Results for O=S(=O)(c1ccc2c(c1)OCCCO2)N1CCNCC1 ?
OX1R antag-1: -4; OX1R antag-2: 1

Results for CC1CCN(c2ccc(/C=N/n3nnnc3N)cc2[N+](=O)[O-])CC1 ?
OX1R antag-1: 2; OX1R antag-2: -2

What do the screens show for `CSc1cccc(NC(=S)N(Cc2ccc(C)cc2)Cc2ccccn2)c1`?
OX1R antag-1: -33; OX1R antag-2: 40

Results for COc1ccc(-c2nnc3sc(CN4C(=O)c5ccccc5C4=O)nn23)cc1 ?
OX1R antag-1: -18; OX1R antag-2: 2

What do the screens show for `Cc1cccc(C(=O)OCC(=O)NC(C)CCc2ccccc2)c1O` (configuration not stated)?
OX1R antag-1: -13; OX1R antag-2: 12

How did Cc1ccccc1C(=O)Nc1nc(=S)ss1 do in these assays?
OX1R antag-1: -14; OX1R antag-2: 23

What do the screens show for `CCNC(=O)NC(=O)C(C)OC(=O)CCS(=O)(=O)c1ccc(C)cc1` (configuration not stated)?
OX1R antag-1: -2; OX1R antag-2: 23

Results for CCCC(=O)c1c(NC(C)C)cc(C)oc1=O ?
OX1R antag-1: -6; OX1R antag-2: 1

Results for O=C(Nc1ccccc1)Nc1ccc2ccccc2n1 ?
OX1R antag-1: -19; OX1R antag-2: -3

What do the screens show for `CN(Cc1cn(C)nc1-c1ccccc1F)C1CCOC1` (configuration not stated)?
OX1R antag-1: -15; OX1R antag-2: 14

How did COCCNC(=O)c1cc2c3ccccc3n(C)c2s1 do in these assays?
OX1R antag-1: -14; OX1R antag-2: 7

Results for Cc1ccc(C(=O)N2CCN(c3ccccc3)CC2)cc1C ?
OX1R antag-1: -6; OX1R antag-2: -4

Results for CC(C)N(C(=O)[C@H]1CC(CC(=O)NCCc2ccccn2)C(=O)N2CCc3c([nH]c4ccccc34)[C@]12C)C(C)C (some centres not stated) ?
OX1R antag-1: -15; OX1R antag-2: 6

What do the screens show for `O=C(O)CCn1c(SCc2ccccc2)nc2ccccc21`?
OX1R antag-1: -2; OX1R antag-2: 3

What do the screens show for `CN(CC(=O)Nc1cccc2c1CCCC2)S(=O)(=O)c1ccc(Br)cc1`?
OX1R antag-1: 11; OX1R antag-2: 22

How did CCCc1nnc(SCC(=O)Nc2ccc(Cl)cc2Cl)o1 do in these assays?
OX1R antag-1: -5; OX1R antag-2: 5

How did O=C(CN1C(=O)S/C(=C/c2ccncc2)C1=O)N1CCOCC1 do in these assays?
OX1R antag-1: -4; OX1R antag-2: 38

How did Clc1cccc(N/N=C/c2ccc(N3CCOCC3)s2)c1 do in these assays?
OX1R antag-1: -5; OX1R antag-2: 11

What do the screens show for `OCC[C@H]1C[C@@H](O)[C@H](O)[C@@]2(Cc3ccccc3O2)O1`?
OX1R antag-1: -13; OX1R antag-2: 9

What do the screens show for `CCN(CC(=O)Nc1cc(S(=O)(=O)N2CCOCC2)ccc1Cl)Cc1ccccc1`?
OX1R antag-1: 55*; OX1R antag-2: 20

What do the screens show for `O=C(CC(C(=O)O)N1CCOCC1)Nc1ccc(Cl)cc1` (configuration not stated)?
OX1R antag-1: 2; OX1R antag-2: 10

How did COc1ccc(OC)c(N=C2C(=O)Nc3ccccc32)c1 do in these assays?
OX1R antag-1: -17; OX1R antag-2: 39

How did CCOc1cccc(N2C(=O)CC(N(CCc3ccc(OC)c(OC)c3)C(=O)CC)C2=O)c1 (configuration not stated) do in these assays?
OX1R antag-1: -42; OX1R antag-2: 16

How did CCOc1ccc(OCCSc2nc3ccccc3[nH]2)cc1 do in these assays?
OX1R antag-1: -14; OX1R antag-2: 20

What do the screens show for `O=C(COC(=O)C1CC1)Nc1ccc(Cl)cn1`?
OX1R antag-1: -13; OX1R antag-2: 10

Results for O=C(O)c1cc(Cl)c(Cl)cc1C(=O)N1CCCC1 ?
OX1R antag-1: -9; OX1R antag-2: 10

What do the screens show for `Brc1ccc(-c2ccc(/C=N/Nc3nc4ccccc4[nH]3)o2)cc1`?
OX1R antag-1: -4; OX1R antag-2: 16

Results for CCOc1ccc(NC(=O)c2ccc(OCC3CCCO3)cc2)cc1S(=O)(=O)N(CC)CC (configuration not stated) ?
OX1R antag-1: -22; OX1R antag-2: 6

What do the screens show for `COC(=O)c1ccc(-n2c(C)cc(-c3csc(NC(=O)c4ccc(S(=O)(=O)N(C)C)cc4)n3)c2C)cc1`?
OX1R antag-1: -5; OX1R antag-2: -1

How did COc1ccccc1N1CCN(C(=O)COc2ccc(S(=O)(=O)NC(C)C)cc2)CC1 do in these assays?
OX1R antag-1: -34; OX1R antag-2: 4

How did CN(C(=O)c1ccccc1NC(=O)C(F)(F)F)c1ccccc1 do in these assays?
OX1R antag-1: 2; OX1R antag-2: 15

What do the screens show for `CCN1c2ccccc2S(=O)(=O)c2ccccc21`?
OX1R antag-1: -35; OX1R antag-2: 6

Results for O=C(C[n+]1ccccc1)c1ccc(NC(=O)c2ccccc2)cc1 ?
OX1R antag-1: -27; OX1R antag-2: 22

Results for Cc1ccc(CC(CC(=O)Nc2cccc(C(F)(F)F)c2)C(=O)O)cc1 (configuration not stated) ?
OX1R antag-1: -7; OX1R antag-2: 14

Results for CC(=O)Oc1ccc2ccc(=O)oc2c1 ?
OX1R antag-1: 9; OX1R antag-2: 22

How did CC(Oc1ccc(Cl)cc1Cl)C(=O)Nc1ccc(N2CCN(C)CC2)cc1 (configuration not stated) do in these assays?
OX1R antag-1: -17; OX1R antag-2: 8

Results for O=C(C(=O)N1CCN(Cc2ccc3c(c2)OCO3)CC1)c1c[nH]c2ccccc12 ?
OX1R antag-1: 0; OX1R antag-2: 9

Results for O=C(NC1CCCCC1)C1CCCN(c2nnnn2-c2ccccc2)C1 (configuration not stated) ?
OX1R antag-1: -14; OX1R antag-2: 17

What do the screens show for `CCn1c(Cc2c(C)[nH]c3ccccc23)nnc1SCC(N)=O`?
OX1R antag-1: -1; OX1R antag-2: 11

What do the screens show for `Cc1noc(C)c1S(=O)(=O)N1CCC(C(=O)NC2CCCc3ccccc32)CC1` (configuration not stated)?
OX1R antag-1: -13; OX1R antag-2: 27

Results for COc1ccc(S(=O)(=O)Nc2ccccc2OC)cc1NC(=O)CC1CC2CCC1C2 (configuration not stated) ?
OX1R antag-1: -18; OX1R antag-2: 7

How did CCSC1=C(C#N)C(c2cccc(Br)c2)CC(=O)N1 (configuration not stated) do in these assays?
OX1R antag-1: -9; OX1R antag-2: 8

What do the screens show for `CCCn1c2ccccc2c2nnc(SC(CC)C(=O)Nc3cc(C)on3)nc21` (configuration not stated)?
OX1R antag-1: -23; OX1R antag-2: 36

How did CC(C(=O)NCCN1C(=O)S/C(=C\c2cccnc2)C1=O)N1C(=O)c2ccccc2C1=O (configuration not stated) do in these assays?
OX1R antag-1: -34; OX1R antag-2: 79*

How did COCCNC(=O)CCCCCn1c(=S)[nH]c2ccccc2c1=O do in these assays?
OX1R antag-1: -18; OX1R antag-2: 13

Results for Cc1ccc(NC(=O)N2CCC(C(=O)NCc3ccccc3)CC2)cc1 ?
OX1R antag-1: -15; OX1R antag-2: 12

What do the screens show for `CCCCCCC1CC(CC(=O)Nc2ccc([N+](=O)[O-])cc2)C(=O)O1` (configuration not stated)?
OX1R antag-1: -23; OX1R antag-2: 18

What do the screens show for `Cc1cccc(C)c1NC(=O)C(c1cccc([N+](=O)[O-])c1)N(C)C(=O)c1ccccn1` (configuration not stated)?
OX1R antag-1: -25; OX1R antag-2: 41

What do the screens show for `Cc1ccc(C)c(S(=O)(=O)N(C(=O)c2ccncc2)c2ccc(OC(=O)c3ccncc3)cc2)c1`?
OX1R antag-1: -11; OX1R antag-2: 6

How did N#Cc1ccc(C(=O)N2CCN(S(=O)(=O)c3ccc(Br)s3)CC2)cc1 do in these assays?
OX1R antag-1: -6; OX1R antag-2: 34

What do the screens show for `COc1ccc(-n2c(SCC(=O)Nc3ccc(C)cc3)nc(O)c(Cc3ccccc3)c2=O)cc1`?
OX1R antag-1: -26; OX1R antag-2: 41

Results for CN(Cc1ccccc1)C(=O)COC(=O)COc1ccc(Cl)cc1 ?
OX1R antag-1: -7; OX1R antag-2: 6

How did C[C@@H]1CCCCCCCCC(=O)OCCN[C@H](C)CCCCCCCCC(=O)OCCN[C@H](C)CCCCCCCCC(=O)OCCN1 do in these assays?
OX1R antag-1: -18; OX1R antag-2: 7

Results for COc1ccc(/C=C/c2nnc(NC(=O)COc3ccccc3)s2)cc1 ?
OX1R antag-1: -11; OX1R antag-2: 16

Structures above that contain an aryl thioether with sulfur outside any ring (nine):
What do the screens show for `NC(=O)c1ccsc1NC(=O)CSc1nnc(Nc2ccccc2)s1`?
OX1R antag-1: 14; OX1R antag-2: 53

What do the screens show for `Cc1nnc(SC/C=C/c2ccccc2)n(N)c1=O`?
OX1R antag-1: -7; OX1R antag-2: 5

What do the screens show for `CSc1cccc(NC(=S)N(Cc2ccc(C)cc2)Cc2ccccn2)c1`?
OX1R antag-1: -33; OX1R antag-2: 40

What do the screens show for `O=C(O)CCn1c(SCc2ccccc2)nc2ccccc21`?
OX1R antag-1: -2; OX1R antag-2: 3

How did CCCc1nnc(SCC(=O)Nc2ccc(Cl)cc2Cl)o1 do in these assays?
OX1R antag-1: -5; OX1R antag-2: 5

How did CCOc1ccc(OCCSc2nc3ccccc3[nH]2)cc1 do in these assays?
OX1R antag-1: -14; OX1R antag-2: 20

What do the screens show for `CCn1c(Cc2c(C)[nH]c3ccccc23)nnc1SCC(N)=O`?
OX1R antag-1: -1; OX1R antag-2: 11

What do the screens show for `CCCn1c2ccccc2c2nnc(SC(CC)C(=O)Nc3cc(C)on3)nc21` (configuration not stated)?
OX1R antag-1: -23; OX1R antag-2: 36

What do the screens show for `COc1ccc(-n2c(SCC(=O)Nc3ccc(C)cc3)nc(O)c(Cc3ccccc3)c2=O)cc1`?
OX1R antag-1: -26; OX1R antag-2: 41

Assay outcomes: PubChem, The Scripps Research Institute Molecular Screening Center
